Source: PubChem (National Center for Advancing Translational Sciences (NCATS))
Tau fluor counter: Counterscreen qHTS for Inhibitors of Tau Fibril Formation, Fluorescence Polarization | tau K18 P301L Alexa594 fluorescence, heparin fibrillization | AID 1463, 2008 | Potency, µM (titrated, usually from 57.7 µM), for the others: top-dose activity change, negative = decrease | 280,000 compounds, 0.93% hits; note: % is set by controls: 0 for no effect and ±100 for the full control effect; nearly all actives have a fitted effect of over 55% in size
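Human tau K18 P301L (15 uM unlabeled, 0.24 uM Alexa 594-labeled) in 100 mM sodium acetate pH 7 with 20 uM heparin, 6 hr at 37 C. ThT 30 uM added, 1 hr ambient; Alexa 594 FP and total fluorescence read at 555/632 nm.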
TRb-SRC2 inh: qHTS for Inhibitors of the Interaction of Thyroid Hormone Receptor and Steroid Receptor Coregulator 2; Potency, µM (highest dose often 106 µM), for the others: at the highest dose activity change, negative = inhibition, actives largely listed as inhibitors; AID 1469, 2008; 280,000 compounds, 0.065% hits; Thyroid hormone receptor beta (Homo sapiens), P10828; TRbeta-SRC2 peptide binding, fluorescence polarization; receptor liganded with 1 µM T3;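 note: plate controls were bound peptide for no effect and peptide without receptor for full effect; nearly all actives have a fitted effect of over 50% in size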
Target sequence (P10828 whole entry, looked up): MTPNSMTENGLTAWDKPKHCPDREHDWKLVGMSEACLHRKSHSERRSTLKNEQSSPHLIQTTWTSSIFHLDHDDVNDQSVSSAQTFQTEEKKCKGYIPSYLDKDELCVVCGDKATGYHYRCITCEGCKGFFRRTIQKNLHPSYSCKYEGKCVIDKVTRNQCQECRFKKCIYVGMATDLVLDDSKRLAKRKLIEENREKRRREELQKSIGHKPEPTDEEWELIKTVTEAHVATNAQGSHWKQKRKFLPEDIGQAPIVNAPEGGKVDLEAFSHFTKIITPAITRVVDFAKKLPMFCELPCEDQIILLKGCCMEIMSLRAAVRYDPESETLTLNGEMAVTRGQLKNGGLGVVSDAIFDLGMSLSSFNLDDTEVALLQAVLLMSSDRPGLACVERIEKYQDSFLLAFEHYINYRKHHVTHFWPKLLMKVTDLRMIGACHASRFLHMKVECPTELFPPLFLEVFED
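Compounds were added to 0.6 uM TRb ligand-binding domain and 20 nM Texas Red-labeled SRC2 peptide in Tris buffer containing 1 uM T3, incubated 5 hr at ambient temperature, then read by fluorescence polarization.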
TexasRed fluor: Total Fluorescence Counterscreen for Inhibitors of the Interaction of Thyroid Hormone Receptor and Steroid Receptor Coregulator 2; Potency, µM (highest dose often 106 µM), for the others: top-dose fluorescence change, negative = quenching; TRb/SRC2 Texas Red total fluorescence interference; 280,000 compounds, 0.29% hits; active = well fitted curve in either direction with a large enough effect; inconclusive = small, poorly fitted or top-dose-only effect; note: % is set by controls: 0 for no effect and ±100 for the full control effect
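Human TRβ ligand-binding domain (0.6 uM) and Texas Red SRC2 peptide (20 nM) in Tris buffer with 1 uM T3 and 5% DMSO were incubated with pinned compound for 5 hr at ambient temperature. Total fluorescence was computed as S + 2P (555/632 nm).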
HTT cytoprotect: qHTS Multiplex Assay to Identify Dual Action Probes in a Cell Model of Huntington: Cytoprotection (ATP); 230,000 compounds, 0.14% hits; Potency, µM (titrated, usually from 56.4 µM), for inactives: cytoprotection (ATP increase), usual class: activators; PC12 HTT-Q103 induced, cytoprotection, ATP luminescence, 40 h;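 note: % of control where 0% means no effect; nearly all actives have a fitted effect of over 45% in size; toxic huntingtin expression switched on by the ecdysone agonist tebufenozide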
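Huntington model: PC12 line, ecdysone-inducible HTTQ103 exon1–GFP, tebufenozide 100 nM. Test articles in a dose series. Endpoint luminescence from cellular ATP.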
L3MBTL1 block: qHTS Assay for the Inhibitors of L3MBTL1 | Lethal(3)malignant brain tumor-like protein 1 (Homo sapiens), Q9Y468 | AlphaScreen L3MBTL1–H3K9me1 peptide binding | Potency, µM (titrated, usually from 57.1 µM), inactives show at the top dose activity, negative = inhibition, usual class: inhibitors | 230,000 compounds, 0.66% hits; note: % is set by controls: 0 for no effect and ±100 for the full control effect; nearly all actives have a fitted effect of over 60% in size
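First, the protein-peptide complex forms for 30 min at room temperature (L3MBTL1 50 nM, biotinylated H3K9me1 peptide 75 nM). Next, compounds are pin-transferred and incubated 30 min. Finally, AlphaScreen beads are added and read after 30 min.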
Tau ThT inhib: qHTS for Inhibitors of Tau Fibril Formation, Thioflavin T Binding; Microtubule-associated protein tau (Homo sapiens), P10636; recombinant tau K18 P301L (four-repeat tau fragment), heparin-induced fibrillization, ThT fluorescence; Potency, µM (titrated, usually from 57.4 µM), without a hit: at the highest dose activity, negative = inhibition, hits mostly inhibitors; 270,000 compounds, 2.1% hits; note: % is set by controls: 0 for no effect and ±100 for the full control effect; nearly all actives have a fitted effect of over 55% in size
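In this qHTS, human K18 P301L tau is incubated with compound and heparin for 6 hr at 37 C, and Thioflavin T fluorescence then reports fibril load.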
Tau FP inhib: qHTS for Inhibitors of Tau Fibril Formation, Fluorescence Polarization | Microtubule-associated protein tau (Homo sapiens), P10636 | AID 1468, 2008 | K18 P301L tau heparin fibrillization, Alexa594 FP, 6 h | Potency, µM (titrated, usually from 57.7 µM), inactives show at the highest dose activity, negative = inhibition, usual class: inhibitors | 280,000 compounds, 0.39% hits; note: % is set by controls: 0 for no effect and ±100 for the full control effect; nearly all actives have a fitted effect of over 55% in size
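Human tau K18 […] P301L fragment, 15 uM unlabeled plus 0.24 uM Alexa 594-labeled tau (final), with compound and 20 uM heparin in 100 mM sodium acetate pH 7; 6 hr at 37 C, then Alexa 594 FP read.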
RECQ1 inh: qHTS Assay for Inhibitors of RecQ-Like Dna Helicase 1 (RECQ1); ATP-dependent DNA helicase Q1 (Homo sapiens), P46063; RECQ1 DNA unwinding, red fluorescence kinetic read; Potency, µM (top dose mostly 57.3 µM), for the others: top-dose activity, negative = inhibition, usual class: inhibitors; 240,000 compounds, 0.54% hits;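 note: plate controls were vehicle for no effect and no enzyme for full effect; nearly all actives have a fitted effect of over 30% in size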
Target sequence (P46063 whole entry, looked up): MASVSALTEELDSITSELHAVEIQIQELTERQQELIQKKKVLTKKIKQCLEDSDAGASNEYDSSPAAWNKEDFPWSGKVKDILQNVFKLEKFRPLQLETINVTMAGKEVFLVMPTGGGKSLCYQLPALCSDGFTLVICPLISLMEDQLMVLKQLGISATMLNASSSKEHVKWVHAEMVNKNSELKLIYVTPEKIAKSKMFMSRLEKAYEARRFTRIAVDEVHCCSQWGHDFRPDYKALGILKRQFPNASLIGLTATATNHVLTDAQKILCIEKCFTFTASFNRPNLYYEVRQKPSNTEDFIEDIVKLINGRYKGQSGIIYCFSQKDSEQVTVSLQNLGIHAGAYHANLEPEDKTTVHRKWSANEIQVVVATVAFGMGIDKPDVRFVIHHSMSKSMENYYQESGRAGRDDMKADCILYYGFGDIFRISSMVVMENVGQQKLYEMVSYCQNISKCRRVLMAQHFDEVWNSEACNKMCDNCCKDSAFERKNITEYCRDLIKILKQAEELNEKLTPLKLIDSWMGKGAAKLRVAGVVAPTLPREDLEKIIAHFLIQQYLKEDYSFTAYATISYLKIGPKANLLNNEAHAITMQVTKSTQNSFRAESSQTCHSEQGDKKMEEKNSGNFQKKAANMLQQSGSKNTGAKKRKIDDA
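RECQ1T1 50 nM; forked duplex (20 bp + 30-nt ss tails) 200 nM, ATP 2 mM final; pH 8.0, 2 mM MgCl2, 2.5 ug/ml poly(dI-dC); 15 min compound preincubation; discontinuous kinetic read over 2 h at RT.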
* marks the source's active call; other numbers are inactive results; i = inactive; ? = inconclusive; nt = not tested or not shown; [ ] = dose if it differs, or a comment. Unless noted, calls come from the whole dose curve; as a rule, active = well fitted curve in the direction sought with a large enough effect; inconclusive = small, poorly fitted or top-dose-only effect, or another doubt; inactive = no such curve, though single readings can be large; an effect the other way counts as inactive or inconclusive. Potency is the fitted concentration of half-maximal effect.

SMILES	Tau fluor counter	TRb-SRC2 inh	TexasRed fluor	HTT cytoprotect	L3MBTL1 block	Tau ThT inhib	Tau FP inhib	RECQ1 inh
COc1ccc(OC)c(NC(=O)CSc2ccnc(=O)[nH]2)c1	-9%	-5%	1%	nt	nt	-15%	-8%	nt
CC(=O)c1cc2c(cc1N(C(=O)Cn1nnc3ccccc31)C(C(=O)NCCC(C)C)c1cccnc1)OCO2 (configuration not stated)	-11%	-1%	-5%	-9%[10 µM]	2%	-10%	-7%	0%
O=C1c2ccccc2-c2onc3ccc(Oc4ccccc4)c1c23	6.3µM*[quencher]	-4%	2%	-41%[10 µM]	-6%[11.4 µM]	4.5µM*	?	-23%
O=C(Cn1c(S(=O)(=O)Cc2ccccc2)nc2ccccc21)N1CCCCC1	-6%	6%	0%	-8%	nt	-4%	1%	0%
COc1ccccc1N(CC(=O)NCCSc1ccccc1)S(=O)(=O)c1ccc(C)cc1	?	12%	-4%	nt	nt	-18%	-3%	nt
CC(=O)Nc1ccc(NS(=O)(=O)c2ccc3[nH]c4c(c3c2)CCCCC4)cc1	16µM*[quencher]	3%	-1%	nt	nt	?	-6%	nt
Cc1ccc(NC(=O)c2sc3nc(N)c(C#N)cc3c2N)cc1	?	-1%	-8%	3%[10 µM]	-6%	?	10%	8%
Cc1cc(C)cc(NC(=S)NC(=O)CCN2C(=O)c3ccccc3C2=O)c1	-17%	-7%	-2%	-7%	-3%	-13%	3%	3%
Cc1nn(-c2ccccn2)c2c1C(=O)CC(C)(C)C2Br (configuration not stated)	-8%	-3%	-2%	18%[10 µM]	9%	5%	-14%	i
CCOC(=O)C1CCCN(c2cc(C)nc3cc(-c4ccc(Cl)cc4)nn23)C1 (configuration not stated)	6%	6%	-7%	9%[10 µM]	?	2%	17%	-1%
COc1ccc(C(=O)N/N=C(\Cc2ncc[nH]2)c2ccccc2)cc1	-5%	8%	1%	-54%[inhibitor]	nt	-12%	4%	-1%
COc1ccc(N(CC(=O)NCCSCc2c(F)cccc2Cl)S(C)(=O)=O)cc1OC	-10%	2%	-2%	6%	nt	-5%	2%	14%
Cn1[nH]c(=O)c(Cl)c(Cl)c1=O	1%	2%	2%	-12%	nt	-8%	10%	i
O=C(O)CN(Cc1ccccc1)S(=O)(=O)c1ccc2c(c1)OCCO2	-13%	-2%	-2%	-7%[10 µM]	-4%	-7%	-7%	-3%
CON=C1CCN(c2ncc(C(F)(F)F)cc2Cl)CC1	2%	-18%	-3%	5%	3%	-7%	-10%	-1%
COC(=O)c1ccccc1NC(=O)C1CC(c2ccc(F)cc2)=NO1 (configuration not stated)	-22%	-6%	1%	6%	6%	-9%	6%	-11%
CC(Oc1ccccc1)C(=O)Nc1ccccc1F (configuration not stated)	-5%	-2%	-2%	23%	nt	-10%	3%	-3%
O=c1c2sccc2n(Cc2cc(=O)n3cc(Cl)ccc3n2)c(=O)n1-c1ccccc1	-13%	1%	3%	nt	nt	-11%	-2%	nt
O=C(O)CCc1ccc(-c2ccc(F)cc2)n1NC(=O)c1ccco1	9%	1%	-2%	-10%	7%[11.4 µM]	-1%	1%	-1%
CCOC(=O)Cn1c(=O)c2c(nc(Br)n2Cc2ccccc2Cl)n(C)c1=O	-17%	-8%	-3%	4%[1.9 µM]	-3%	-17%	-13%	-3%
COc1ccc(CSc2nc(C)cc(=O)[nH]2)cc1	3%	-4%	1%	-16%	1%	0%	2%	-2%
CCSc1nc(O)cc(=O)n1CC	-3%	-5%	-3%	nt	1%	-5%	5%	8%
CCOc1ccc(N2C(=O)CC(N3CCOCC3)C2=O)cc1 (configuration not stated)	-4%	-26%	1%	-2%	3%	-2%	7%	-19%
O=C(O)C1CC=CCC1C(=O)N1CCCC1 (configuration not stated)	3%	3%	0%	-2%[10 µM]	3%	1%	7%	-5%
CNS(=O)(=O)c1cccc(C(=O)OCC(=O)Nc2ccccc2F)c1	-6%	4%	-1%	-3%[10 µM]	-1%	-8%	-1%	-8%
COc1ccc(C2(C(=O)Nc3c(C)n(C)n(-c4ccccc4)c3=O)CCCC2)cc1OC	2%	-3%	0%	-12%[10 µM]	-5%	1%	2%	1%
O=C(Nc1ccccc1)c1ccc(S(=O)(=O)N(CCO)CCO)cc1	13%	-4%	1%	-6%[0.074 µM]	-1%[11.4 µM]	7%	-3%	-20%
Cc1cccc(NC(=O)c2ccccc2NC(=O)CCC(=O)O)c1	4%	5%	-3%	4%[10 µM]	4%	4%	-3%	3%
O=C(N/N=C/C(Br)=C\c1ccccc1)c1n[nH]c2c1CCC2	-20%	0%	-1%	-83%[inhibitor][10 µM]	nt	?	-12%	-6%
COc1ccc(-c2coc3cc(O)cc(O)c3c2=O)cc1OC	9%	-5%	-1%	-8%[10 µM]	nt	nt	0%	i
COc1ccc(CCNC(=O)CSCc2n[nH]c(=O)[nH]2)cc1OC	3%	-12%	0%	-1%	nt	0%	3%	-5%
Cc1cc(C)cc(OCc2ccc(C(=O)N3N=C(C(F)F)CC3(O)C(F)F)o2)c1 (configuration not stated)	-21%	5%	-2%	17%	-3%	?	-3%	-10%
CCOc1ccc(OCC)c(NC(=O)C(NS(=O)(=O)c2ccc(Br)s2)c2ccccc2)c1 (configuration not stated)	-10%	3%	-1%	nt	nt	5%	-2%	nt
CCOC(=O)N1CCN(C(=O)c2cnn3c(C(F)(F)F)cc(-c4cccs4)nc23)CC1	-1%	-1%	-5%	-48%[inhibitor][1.9 µM]	-5%	-1%	3%	i
Cc1ccc(CNC(=O)c2ccc(CSCc3ccccc3Cl)o2)cc1	-7%	-2%	-1%	nt	nt	-10%	9%	nt
COc1ccc(Cl)cc1NC(=O)CC(C)c1ccccc1 (configuration not stated)	-26%	4%	1%	-9%	nt	-15%	-4%	-13%
COc1cc(C(=O)NNC(=O)c2ccc(S(=O)(=O)N3CCCCC3)cc2)cc(OC)c1OC	4%	1%	-1%	20%[10 µM]	8%	2%	-1%	1%
O=C(NC1CCCC1)C1=COCCO1	-7%	2%	-3%	-4%	nt	-2%	-2%	i
Cn1c(CN2CCCC2)nc2cc(NS(=O)(=O)c3ccc(Cl)cc3)ccc21	-11%	2%	0%	4%	nt	-10%	3%	-8%
Cn1c(=O)[nH]c(=O)c2c1nc(N1CCCCC1)n2CCCSc1nc2ccccc2s1	-8%	1%	-9%	15%[10 µM]	-22%	?	5%	-2%
C(=NC12CN3CN(CN(C3)C1)C2)c1ccc2c(c1)OCO2	4%	-1%	0%	0%	nt	0%	6%	15%
COc1cc(OC)c2c(C)c(CC(=O)NCCc3ccccc3OC)c(=O)oc2c1	-1%	4%	-10%	nt	nt	4%	-3%	nt
O=C(Oc1ccc(C(=S)N2CCCCC2)cc1)c1ccccc1	-23%	0%	-1%	-20%[10 µM]	-20%	-17%	3%	-3%
O=C(O)c1ccc(/C=C2\SC(=S)N(Nc3ccccc3)C2=O)cc1	?	7%	-2%	-9%[10 µM]	-18%	?	-17%	0%
CCOC(=O)c1cc2c(=O)n3ccccc3nc2n(C)c1=NC(=O)c1c(-c2c(F)cccc2Cl)noc1C	-20%	-9%	-1%	nt	nt	-11%	-12%	nt
CCOc1ccc(OCC)c(NC(=O)Cn2c(C)nc3ccccc3c2=O)c1	-7%	5%	-1%	-28%	nt	-4%	11%	3%
COc1ccc(NC(=O)c2c(C)oc3ccc(O)c(CN4CCCCCC4)c23)cc1	-28%	-12%	3%	nt	nt	?	-1%	nt
O=C(CSc1nnc(-c2ccc(O)cc2)n1Cc1ccco1)N1CCc2ccccc2C1	-10%	-12%	2%	-8%[10 µM]	1%	-15%	2%	-8%
O=C(/C=C/c1ccccc1[N+](=O)[O-])Nc1ccccc1	-16%	-6%	-2%	-59%	-4%	-16%	-3%	-5%
Cc1cccc(NC(=O)CSc2nnc(NC(=O)CN3CCOCC3)s2)c1	-17%	-1%	1%	13%	nt	-16%	-6%	-2%
NS(=O)(=O)c1cccc(NC(=O)CN2CCN(Cc3ccc4c(c3)OCO4)CC2)c1	6%	4%	-1%	13%[10 µM]	2%	5%	15%	-4%
COc1ccc(-n2c(SCc3cccnc3)nc3c(c2=O)SCC3)cc1OC	-7%	-1%	-1%	-6%	nt	-7%	0%	-3%

Single records (already shown). Values in the order: Tau fluor counter, TRb-SRC2 inh, TexasRed fluor, HTT cytoprotect, L3MBTL1 block, Tau ThT inhib, Tau FP inhib, RECQ1 inh
`COc1cc(OC)c2c(C)c(CC(=O)NCCc3ccccc3OC)c(=O)oc2c1` in the list: -1%, 4%, -10%, nt, nt, 4%, -3%, nt
`CCOC(=O)c1cc2c(=O)n3ccccc3nc2n(C)c1=NC(=O)c1c(-c2c(F)cccc2Cl)noc1C` in the list: -20%, -9%, -1%, nt, nt, -11%, -12%, nt
`CCOC(=O)N1CCN(C(=O)c2cnn3c(C(F)(F)F)cc(-c4cccs4)nc23)CC1` in the list: -1%, -1%, -5%, -48%[inhibitor][1.9 µM], -5%, -1%, 3%, i
`Cc1cc(C)cc(NC(=S)NC(=O)CCN2C(=O)c3ccccc3C2=O)c1` in the list: -17%, -7%, -2%, -7%, -3%, -13%, 3%, 3%

Not all compounds are listed; rates above refer to the full screens.
